KCNQ1 inh: blocks the human KCNQ1 potassium channel | P51787 | CHO-K1 KCNQ1, FluxOR thallium flux fluorescence; hits give high values | B-score at 10 µM | 1.3% of 310,000 active | AID 2642;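 active = compounds whose thallium flux B-score, printed positive for inhibition, exceeds three library SD while starting fluorescence stays within three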;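 also: channel opened by potassium depolarization with thallium stimulus after 20 min compound exposure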
SKKanGAS inh: SKKanGAS growth inhibition; S. pyogenes SKKanGAS, kanamycin growth, BacTiter-Glo, 6 h; AID 1662; inhibition, % at 7.5 µM; 1.3% of 300,000 active;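 active = mean replicate score, as percent of positive control median, at least 50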;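 also: strain carries kanamycin resistance gene driven by streptokinase promoter and grows in 40 µg/ml kanamycin; loss of luminescence reflects streptokinase promoter inhibition or plain growth inhibition; 0% = median of DMSO wells and 100% = positive control at its reference dose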
hERG rescue: compounds protecting human hERG from proarrhythmic drug block | activation (rescue from dofetilide block), less the hit threshold, % at 10 µM | 0.51% of 310,000 active | CHO-hERG, FluxOR thallium flux, dofetilide IC70 present | AID 1511 | Q12809;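 active = activation above the mean of controls blocked by dofetilide plus 5 SD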;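 also: thallium influx through hERG after potassium depolarization seen as dye fluorescence rise; in these data hits start at about 4.7%; inactives centre near -7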
KCNK9 inh: inhibitors of human KCNK9 two-pore domain potassium channel; 1.2% of 310,000 active; B-score at 10 µM; HEK293 KCNK9, FluxOR thallium flux fluorescence; hits give low values;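 active = ratio B-score over 3 SD below the library mean, with starting fluorescence within 5 SD of its mean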;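 also: negative B-score means less thallium flux so channel inhibition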
Target sequence (Q9NPC2 whole entry, looked up, the tested form may be a part): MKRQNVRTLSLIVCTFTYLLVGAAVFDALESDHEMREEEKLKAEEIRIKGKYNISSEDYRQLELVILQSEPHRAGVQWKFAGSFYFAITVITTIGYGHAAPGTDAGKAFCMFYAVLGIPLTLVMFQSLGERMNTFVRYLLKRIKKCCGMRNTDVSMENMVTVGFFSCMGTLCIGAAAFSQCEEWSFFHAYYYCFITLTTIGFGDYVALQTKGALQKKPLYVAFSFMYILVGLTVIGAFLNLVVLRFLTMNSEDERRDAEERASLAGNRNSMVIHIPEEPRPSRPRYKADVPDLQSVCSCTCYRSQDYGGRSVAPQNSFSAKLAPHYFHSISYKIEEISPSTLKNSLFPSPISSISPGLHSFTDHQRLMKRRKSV
TMEM16A inh: blocks the mouse calcium-activated chloride channel TMEM16A. Q8BHY3. HEK293 TMEM16A/YFP iodide influx fluorescence, ionomycin. normalized B-score (activity score, 25-100; higher = stronger inhibition) at 10 µM. 1.2% of 310,000 active. AID 588511;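 active = ratio plate-corrected score three or more library SD toward inhibition, starting fluorescence score within five deviations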;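 also: score derived from kinetic fluorescence span divided by baseline fluorescence per well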
RGS4 act: RGS4 potentiation or activation. HEK293 M3R/inducible RGS4, carbachol calcium flux Fluo4; hits give low values. B-score at 10 µM. 0.92% of 310,000 active. AID 463111;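 active = B-score of the integrated calcium signal more than 4 SD below the library mean, with starting fluorescence not abnormally high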;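 also: negative B-score means reduced calcium response which marks RGS4 activation or potentiation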
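Also added: carbachol at ECmax as muscarinic agonist stimulus; Assay system: HEK293 cells with stable M3R and inducible RGS4; Timing: overnight RGS4 induction, 30 min dye load 37 °C, 20 min compound RT; Measured by: Fluo4-AM (2 µM) calcium-flux fluorescence, kinetic read.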
TMEM16A act: activators or potentiators of mouse TMEM16A chloride channel; Q8BHY3; 0.3% of 340,000 active; AID 623877; B-score at 10 µM; HEK293 TMEM16A/YFP-H148Q/I152L, iodide quench fluorescence; hits give low values;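 active = fluorescence-ratio B-score plate-corrected deviation score at least 3 library SD below zero, with starting fluorescence score within 5 deviations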;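 also: channel opened by trigger with iodide after compound preincubation; score built on the fluorescence ratio of max minus min over baseline; more negative score means more quench and so TMEM16A activation or potentiation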
HDAC3 inh: blocks human histone deacetylase 3; 0.15% of 320,000 active; O15379; AID 2718; recombinant HDAC3, fluorogenic peptide/trypsin coupled, fluorescence; inhibition, % at 8.3 µM; in the data active = inhibition above about 26%, passing the limit was not always enough
RGS4 block: inhibitors of human RGS4. HEK293 M3R/RGS4 inducible, Fluo-4 calcium flux; hits give high values; triggered by carbachol at its EC20. B-score at 10 µM. 0.45% of 310,000 active;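 active = B-score, a plate-corrected calcium signal, over three deviations above library mean, with baseline fluorescence within five deviations of library mean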;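 also: RGS4 expression induced by doxycycline in cells with stable M3 receptor; B-score is computed from the integrated fluorescence ratio over baseline after carbachol; higher B-score means a larger calcium signal and so more RGS4 inhibition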
Target sequence (P49798 whole entry, looked up): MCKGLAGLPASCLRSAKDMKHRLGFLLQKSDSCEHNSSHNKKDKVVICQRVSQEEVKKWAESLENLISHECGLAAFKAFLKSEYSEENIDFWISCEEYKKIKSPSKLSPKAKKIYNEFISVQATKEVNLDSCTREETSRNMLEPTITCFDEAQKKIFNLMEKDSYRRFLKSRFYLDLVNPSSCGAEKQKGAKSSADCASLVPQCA
KCNQ1 act: potentiators or activators of human KCNQ1 potassium channel. 0.35% of 310,000 active. AID 2648. CHO-K1 KCNQ1, thallium flux FluxOR fluorescence; hits give high values. P51787. B-score at 10 µM;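 active = fluorescence ratio B-score, a plate-corrected score, at least three library SD, with initial intensity B-score within 5 SD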
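assay system = KCNQ1-transfected CHO-K1 cells | medium = assay buffer with matched DMSO | probe or stimulus = depolarizing K+/Tl+ stimulus, K2SO4 and Tl2SO4 each 12.5 mM in 5x stock | dosing = single dose | incubation = dye 90 min, compound 20 min, room temperature | detection = kinetic FluxOR fluorescence, 10 s baseline plus 110 s post-stimulus | evaluation = ratio B score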
KCNK3 inh: human KCNK3 channel inhibition, primary screen | O14649 | CHO-KCNK3 thallium flux, FluxOR fluorescence; hits give low values | B-score at 10 µM | 0.84% of 340,000 active;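 active = B-score under library mean minus 4 SD, starting fluorescence ratio at most library mean plus 5 SD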;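 also: more negative B-score means stronger inhibition of thallium flux through KCNK3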
Target sequence (O14649 whole entry, looked up): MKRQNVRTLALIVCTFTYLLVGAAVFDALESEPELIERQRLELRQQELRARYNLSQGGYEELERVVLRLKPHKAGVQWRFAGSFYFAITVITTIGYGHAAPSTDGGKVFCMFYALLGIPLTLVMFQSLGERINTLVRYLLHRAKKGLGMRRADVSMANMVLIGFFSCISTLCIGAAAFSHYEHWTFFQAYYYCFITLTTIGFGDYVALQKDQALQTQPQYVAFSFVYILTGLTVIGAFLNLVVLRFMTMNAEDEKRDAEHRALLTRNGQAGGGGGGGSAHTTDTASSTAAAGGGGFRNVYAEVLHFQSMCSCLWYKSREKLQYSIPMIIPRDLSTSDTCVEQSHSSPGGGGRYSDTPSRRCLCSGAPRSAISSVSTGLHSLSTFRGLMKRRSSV
Active calls of the source: *; i = inactive. Compounds as they come; 6.3% or so of the library scored in one or more.

SMILES	KCNQ1 inh	SKKanGAS inh	hERG rescue	KCNK9 inh	TMEM16A inh	RGS4 act	TMEM16A act	HDAC3 inh	RGS4 block	KCNQ1 act	KCNK3 inh
CSCCC(NC(=O)OC(C)(C)C)C(=O)NC(CC(C)C)C(N)=O (stereo not drawn)	i	-12	-6	i	i	i	i	-5	i	i	i
CCN(CC)c1ccc(N=Cc2ccccc2[N+](=O)[O-])cc1	i	3	-12	i	i	i	i	1	i	i	i
CCCC12CN3CC(C)(CN(C1)C3c1ccc(OC)cc1)C2=O (stereo not drawn)	i	5	-2	i	i	i	i	1	i	i	i
CNc1ccccc1NC(=O)C1CCCN1C(=O)OCc1ccccc1 (stereo not drawn)	i	-6	-8	i	i	i	i	0	i	i	i
COc1cccc(-c2nc3n(n2)C(c2ccc4c(c2)OCO4)C(C(N)=O)=C(C)N3)c1 (stereo not drawn)	i	19	-12	i	i	i	i	56*	i	i	i
COCCOC(=O)c1[nH]c2c(c1C)C(=O)CC(c1ccc(OC)cc1)C2 (stereo not drawn)	i	-8	-1	i	i	i	i	-1	i	i	i
Cc1c(C(=O)NCc2ccccc2)cnn1-c1ccccc1	i	-3	-8	i	i	i	i	3	i	i	i
Oc1ccc(Br)cc1-c1nc2cnccn2c1NC1CCCCC1	i	25	-14	-9.4*	i	i	i	14	i	i	i
NNC(=O)c1cccnc1Oc1ccccc1	i	1	-4	i	i	i	i	1	i	i	i
O=C(O)c1ccc(Cn2cc(/C=C\[N+](=O)[O-])c3ccccc32)o1	i	0	-8	i	i	i	i	-4	i	i	i
Cc1ccc(S(=O)(=O)NCCCCCC(=O)Nc2nccs2)cc1	i	0	-4	i	i	i	i	-2	i	i	i
CCc1cc(CNC(=O)c2ccc(OC)c(OC3CCN(C(C)C)CC3)c2)on1	i	4	-11	i	i	i	i	0	i	i	i
O=C(c1ccc(Cl)cc1)C1CCN(C(=O)C2CC2)CC1	i	7	-11	i	i	i	i	-3	i	i	i
CCOC(=O)c1sc(NC(=O)CSc2nnc(C(C)C)n2C)nc1C	i	9	-9	i	i	i	i	1	i	i	i
CC(C)C(OC(=O)CN1C(=O)c2ccccc2C1=O)C(=O)NC1CCCC1 (stereo not drawn)	i	2	-1	i	i	i	i	-5	i	i	i
COc1cccc(C(=O)Nc2ccc(S(=O)(=O)Nc3onc(C)c3C)cc2)c1	i	3	-3	i	i	i	i	-1	i	i	i
Cc1ccccc1-n1c(SCc2c(C)noc2C)nnc1-c1c[nH]c2ccccc12	i	-4	-7	i	i	i	i	5	i	i	i
COC1=C(Nc2ccccc2OC)C(=O)c2ccccc2C1=O	i	24	-5	i	i	i	i	2	i	i	i
Cc1cccc(C)c1N1CCN(C(=O)Nc2ccc3c(c2)OCCO3)CC1	i	10	-10	i	i	i	i	13	i	i	i
COCc1ccc(C(=O)N2CCc3c([nH]c4ccccc34)C2c2ccccn2)s1 (stereo not drawn)	i	-2	-11	i	i	i	i	-2	i	i	i
COc1cccc(NC(=O)NNC(=O)COc2ccc3ccccc3c2)c1	i	-12	-10	i	i	i	i	-10	i	i	i
COc1ccc(-c2nn(CCC#N)cc2C(=O)Nc2cccc(C(=O)O)c2)cc1OC	i	1	-6	i	i	i	i	-4	i	i	i
COc1ccc(-c2cc(C(=O)N3CCOCC3)c3cc(C)ccc3n2)cc1	i	1	-22	i	i	i	i	-82	i	i	i
C[C@H]1CC[C@]2(O[C@@H](CCO)C[C@H](O)[C@H]2O)O1	i	7	-5	i	i	i	i	1	i	i	i
COc1cccc(N/C=C/C(=O)c2ccc(Br)cc2)c1	i	-1	-8	i	i	i	i	2	i	i	i
(list continues)
SMILES	KCNQ1 inh	SKKanGAS inh	hERG rescue	KCNK9 inh	TMEM16A inh	RGS4 act	TMEM16A act	HDAC3 inh	RGS4 block	KCNQ1 act	KCNK3 inh
Cc1cccc2c1ncc1c(=O)n(-c3ccccc3)[nH]c12	i	-4	-8	i	i	i	i	6	i	i	i
Cc1cc[n+](-c2[nH]c(=O)sc2/C=N/NC([S-])=Nc2ccccc2)cc1	i	5	-1	i	i	i	-5*	2	i	i	i
COC(=O)c1cc2sc(Cl)cc2n1Cc1nc(-c2ccccc2)oc1C	i	16	-9	i	i	i	i	5	i	i	i
CC1CCN(S(=O)(=O)CCNC(=O)c2ccc(F)cc2)CC1	i	-2	-10	i	i	i	i	-4	i	i	i
CN(C)C(=O)CCC(=O)N1CCCC(C(=O)c2ccc(C(F)(F)F)cc2)C1 (stereo not drawn)	i	-2	-1	i	i	i	i	-2	i	i	i
CCOC(=O)C1CCN(c2ncnc3c2c(-c2ccccc2)cn3-c2ccc(C)cc2)CC1	i	11	-12	i	i	i	i	-9	i	i	i
CN1/C(=C/C2CC(=O)N(c3cccc4ccccc34)C2=O)C(C)(C)c2ccccc21 (stereo not drawn)	i	6	-19	i	i	i	i	-3	i	i	i
CC(C)(C)NC(=O)CN(C(=O)CNS(=O)(=O)c1ccccc1)c1ccc2c(c1)OCCO2	i	-3	-10	i	i	i	i	-4	i	i	i
O=C(Nc1ccccc1N1CCCCC1)c1ncoc1-c1ccc(F)cc1	i	30	-12	i	i	i	i	-3	i	i	i
O=C1NC(=O)c2cc([N+](=O)[O-])cc3cccc1c23	i	5	-2	i	i	i	i	-2	i	i	i
COc1cccc(CC(=O)Nc2ccc3nc(C)sc3c2)c1	i	1	-10	i	i	i	i	11	i	i	i
Cc1cccc(N(CC(=O)NCC2CCCO2)C(=O)CCC(=O)Nc2nccs2)c1 (stereo not drawn)	i	-4	-16	i	i	i	i	1	i	i	i
COc1ccc(NS(=O)(=O)c2cccc(C(=O)N(C)Cc3ccc(SC)cc3)c2)cc1	i	-15	-14	i	i	i	i	2	i	i	i
CC(C)c1ccccc1NC(=O)COC(=O)Cc1c[nH]c2ccccc12	i	-9	-9	i	i	i	i	3	i	i	i
COc1cc(C(=O)Nc2cc(C(F)(F)F)ccc2N2CCOCC2)ccc1OCC(=O)N1CCOCC1	i	0	-13	i	i	i	i	1	i	i	i
CNc1cc(CSc2ccc(Cl)cc2)nc(C)n1	i	-8	-3	i	i	i	i	5	i	i	i
Cc1cccc(C)c1NC(=O)c1c(C)nn(-c2ccccc2)c1Cl	i	1	-18	i	i	i	i	-7	i	i	i
C=CCn1c(COc2cccc(C)c2)nnc1SCC(=O)NC(=O)NCc1ccco1	i	-3	-8	i	i	i	i	8	i	i	i
CN1C(=O)CC(N2CCC(c3nc4ccccc4[nH]3)CC2)C1=O (stereo not drawn)	i	-1	-8	i	i	i	i	0	i	i	i
COc1ccc(CNC(=O)C(=O)N2CCC3(CC2)OCCN3S(=O)(=O)c2ccc(C)cc2)cc1	i	-3	-10	i	i	i	i	-95	i	i	i
CC1CCCCN1c1nnc(N)s1 (stereo not drawn)	i	5	-6	i	i	i	i	-1	i	i	i
O=C(NCc1cccnc1)C1CCN(S(=O)(=O)c2cccs2)CC1	i	-4	-5	i	i	i	i	6	i	i	i
C/C(=N/NC(=O)c1ccco1)c1cccc(NC(=O)c2ccc(C)s2)c1	i	2	-14	i	i	i	i	-7	i	i	i
COc1ccc(CN(C)C(=O)Cc2c[nH]c3ccccc23)c(OC)c1OC	i	-1	-6	i	i	i	i	-2	i	i	i
CC1(C)Cc2cccc(OCC(=O)Nc3cccnc3)c2O1	i	1	-8	i	i	i	i	-1	i	i	i
Next section:
SMILES	KCNQ1 inh	SKKanGAS inh	hERG rescue	KCNK9 inh	TMEM16A inh	RGS4 act	TMEM16A act	HDAC3 inh	RGS4 block	KCNQ1 act	KCNK3 inh
CC(=O)N(Cc1cccc(Br)c1)c1ccc(N2CCOCC2)c(Cl)c1	i	2	-11	i	i	i	i	-6	i	i	i
Fc1ccc(CSc2nnc(Cc3sc(-c4ccccc4)nc3-c3ccccc3)o2)cc1	i	-8	-14	i	i	i	i	1	i	i	i
COc1ccc(/C=C/c2ccncc2)cc1OC	i	-13	-6	i	i	i	i	8	i	i	i
CC(=O)Nc1ccc(S(=O)(=O)N2CCC(C(=O)N[C@@H](C)C(=O)NC3CCCC3)CC2)cc1	i	1	-6	i	i	i	i	-3	i	i	i
CCCCC1=CC2=CC(=O)C(C)(OC(=O)CC)C(=O)C2=CN1c1cccc(C#N)c1 (stereo not drawn)	i	5	-11	i	i	i	i	2	i	i	i
O=C1C(Cl)=C(Nc2ccc3cn[nH]c3c2)C(=O)c2ccccc21	9*	73*	-9	i	i	i	i	3	i	i	i
CC1CCOC2(O1)C(=O)N(CN1CCN(c3ccccc3F)CC1)c1ccccc12 (stereo not drawn)	i	1	-9	i	i	i	i	1	i	i	i
CCOCC(=O)Nc1cc([N+](=O)[O-])ccc1C	i	-1	-4	i	i	i	i	1	i	i	i
O=C(NCCc1ccccc1)C(=O)NCC1OCCN1S(=O)(=O)c1ccc(Br)cc1 (stereo not drawn)	i	-1	-4	i	i	i	i	0	i	i	i
O=C(/C=C/c1cccs1)N1CCN(c2ccc(O)cc2)CC1	i	8	-6	i	i	i	i	0	i	i	i
O=C(NNc1cc(C(F)(F)F)nc2ccccc12)Nc1cccc(Cl)c1	i	4	-9	i	i	i	i	10	i	i	i
CCOC(=O)c1[nH]c(C)c(CN(CCc2ccc(OC)c(OC)c2)C(=O)CCCC(=O)O)c1C	i	8	-6	i	i	i	i	-4	i	i	i
Cc1ccnc(NC(c2ccccc2O)c2oc(CO)cc(=O)c2O)c1 (stereo not drawn)	i	-2	-7	i	i	i	i	14	i	i	i
O=C(COc1ccc(Cl)cc1Br)NNC(=O)C(=O)N1CCCCC1	i	-1	-5	i	i	i	i	-5	i	i	i
Cn1ccc(C(=O)Nc2sc3c(c2C(N)=O)CCCCC3)n1	i	1	-2	i	i	i	i	-1	i	i	i
CCN1CCN(Cc2ccc(NC(=O)c3cc(NC(=O)c4ccno4)cc(OC)c3)cc2C(F)(F)F)CC1	i	6	-16	i	i	i	i	-2	i	i	i
COc1cc(C(=O)Nc2ccc(C(=O)NCC3CCCO3)cc2)cc(OC)c1OC (stereo not drawn)	i	0	-5	i	i	i	i	2	i	i	i
Cc1ccc2c(c1)Sc1c(ccc3ccccc13)N2	i	2	-20	i	i	i	i	-10	i	i	i
O=C1c2ccccc2C(=O)N1CCOCCN1C(=O)c2ccccc2C1=O	i	0	-3	i	i	i	i	-1	i	i	i

High-throughput results from PubChem BioAssay.
